Rad51 HR inh: Rad51 (human) homologous recombination inhibition; Q06609; hRad51 DNA strand exchange, fluorescence dequenching; inhibition, % at 10 µM; 0.085% of 200,000 active; AID 1385;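 active = inhibition above 40% at the single screening dose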;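 note: 0% = DMSO control wells and 100% = blanks with heterologous ssDNA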
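Material: Human Rad51 nucleoprotein filaments preassembled on unlabelled ssDNA | Also added: Labelled 47-mer dsDNA for strand exchange | Dosing: Single dose, 10 µM final compound | Schedule: 30-min compound preincubation and 15-min exchange, both room temperature | Technique: Fluorescence dequenching at 485/520 nm | Measure: Percent inhibition relative to plate controls and blanks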
Furin inh: inhibitors of human furin; P09958; 0.061% of 220,000 active; inhibition, % at 30 µM; purified furin, fluorogenic substrate cleavage; in the data active = inhibition above about 25%; note: inactives centre near -15
m-calpain inh: blocks pig calpain II enzyme activity; 0.37% of 220,000 active; purified calpain II, fluorogenic peptide substrate, 30 min; inhibition, % at 16 µM;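 active = inhibition above about 50%, limit read from the data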
FXIIa inh: inhibitors of human coagulation factor XIIa; P00748; purified FXIIa, Boc-QGR-AMC fluorogenic substrate, 2 h; inhibition, % at 5 µM; 0.3% of 220,000 active; AID 800; in the data active = inhibition above about 40%;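 note: 0% = enzyme with no compound and 100% = blank without enzyme; many of its hits are not listed in these tables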
KCC2 mod: modulates chloride dependent transport by human KCC2. Q9H2X9. KCC2 cells, thallium flux FluoZin-2 fluorescence. B-score of Tl+ flux slope (higher = more flux/activation; lower = inhibition) at 10 µM. 2.2% of 190,000 active. AID 1456;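 active = thallium flux slope and its plate-corrected score both differing from the plate sample mean at a set confidence after two filtering rounds, in either direction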;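 note: slope of fluorescence scaled to starting intensity during 10 to 20 s after thallium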
Target sequence (Q9H2X9 whole entry, looked up): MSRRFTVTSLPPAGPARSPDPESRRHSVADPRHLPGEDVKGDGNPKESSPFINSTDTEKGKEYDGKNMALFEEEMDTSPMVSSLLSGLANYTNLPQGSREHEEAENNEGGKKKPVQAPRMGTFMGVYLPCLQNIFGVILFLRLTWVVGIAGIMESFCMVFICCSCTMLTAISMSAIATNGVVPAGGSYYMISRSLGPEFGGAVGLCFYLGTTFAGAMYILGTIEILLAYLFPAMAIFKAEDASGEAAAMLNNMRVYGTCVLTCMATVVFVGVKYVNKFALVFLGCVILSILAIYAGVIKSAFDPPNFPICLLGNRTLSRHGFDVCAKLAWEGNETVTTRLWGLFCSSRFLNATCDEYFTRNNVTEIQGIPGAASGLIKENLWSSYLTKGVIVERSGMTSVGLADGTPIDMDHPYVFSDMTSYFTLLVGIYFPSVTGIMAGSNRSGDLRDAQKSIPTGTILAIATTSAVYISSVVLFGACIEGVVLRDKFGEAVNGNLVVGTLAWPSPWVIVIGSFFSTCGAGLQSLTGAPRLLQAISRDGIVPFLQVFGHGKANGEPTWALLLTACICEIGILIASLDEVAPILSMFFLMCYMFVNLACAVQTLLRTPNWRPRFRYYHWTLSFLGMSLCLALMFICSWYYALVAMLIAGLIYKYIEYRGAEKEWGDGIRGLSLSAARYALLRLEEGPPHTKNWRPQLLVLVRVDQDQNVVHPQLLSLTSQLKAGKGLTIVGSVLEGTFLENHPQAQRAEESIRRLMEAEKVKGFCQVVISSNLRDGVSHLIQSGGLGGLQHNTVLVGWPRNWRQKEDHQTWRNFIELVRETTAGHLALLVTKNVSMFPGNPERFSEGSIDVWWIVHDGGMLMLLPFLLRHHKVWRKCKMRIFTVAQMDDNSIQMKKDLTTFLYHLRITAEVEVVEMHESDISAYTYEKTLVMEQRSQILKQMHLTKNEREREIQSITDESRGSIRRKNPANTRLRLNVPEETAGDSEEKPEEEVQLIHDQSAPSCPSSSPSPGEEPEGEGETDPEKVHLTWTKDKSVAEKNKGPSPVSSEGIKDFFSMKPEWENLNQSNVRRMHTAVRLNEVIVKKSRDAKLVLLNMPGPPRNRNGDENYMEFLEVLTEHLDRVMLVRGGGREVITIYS
PERK inhibitor: blocks human PERK kinase; Q9NZJ5; CHO PERK-DD fusion, SEAP luminescence translation reporter; inhibition, % at 5.6 µM; 0.17% of 220,000 active;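 active = inhibition above the mean inhibition of all tested compounds plus 3 SD, set separately per screening campaign, cut at about 2.9% in these data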;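 note: PERK kinase domain activated by AP20187 dimerizer at 100 nM; 0% = DMSO with dimerizer and 100% = rapamycin at 8.4 µM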
KLK5 inh: blocks human kallikrein 5 protease activity; Q9Y337; recombinant hK5, fluorogenic AMC substrate cleavage; inhibition, % at 5 µM; 0.59% of 210,000 active;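 active = inhibition of 40% or more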;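 note: 0% = enzyme controls without compound and 100% = no-enzyme blanks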
Thrombin inh: inhibitors of human thrombin; alpha-thrombin, Boc-VPR-AMC fluorogenic substrate cleavage; 0.26% of 220,000 active; AID 1046; inhibition, % at 5 µM; P00734;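 active = inhibition at or above 40%; inactive = inhibition below 40%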;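 note: 0% = enzyme with no compound and 100% = wells without enzyme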
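Material: human alpha-thrombin protein. Incubation: reaction at ambient temperature. Technique: fluorescence of released AMC, ex 355 nm, em 460 nm. Control set: no-compound enzyme wells and no-enzyme blanks. Also added: Boc-VPR-AMC substrate, 15 µM final. Buffer or medium: pH 7.5 Tris (50 mM) with NaCl 150 mM, Tween 20 0.05%.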
FXIa inh 1536: factor XIa (human) inhibition; purified FXIa, Boc-Glu-Ala-Arg-AMC fluorogenic substrate; 0.14% of 220,000 active; P03951; inhibition, % at 5 µM;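 active = inhibition of at least 40%; inactive = inhibition below 40%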;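 note: fluorescence of freed AMC excited at 355 nm; 0% = enzyme without compound and 100% = no enzyme blank; many of its hits are not listed in these tables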
* = called active by the depositor; i = inactive; . = no result given; [ ] = remark or other dose. Not all compounds are listed; count on the stated rates, not on these rows.

SMILES | Rad51 HR inh | Furin inh | m-calpain inh | FXIIa inh | KCC2 mod | PERK inhibitor | KLK5 inh | Thrombin inh | FXIa inh 1536
COc1ccc(/C=N/n2nnnc2N)cc1OC | -14 | 1 | -4 | -1 | 0.51 | -0.2 | -4 | -10 | -3
CCOCCCNC(=S)N1CCCC(c2nc3ccc(C)cc3[nH]2)C1 (centres undefined) | 19 | -21 | -26 | 8 | -0.93 | -0.6 | -8 | -3 | -5
CCCCCC(=O)N1CCN(CCN=CC2=C(O)CC(c3ccc(OC)cc3)CC2=O)CC1 (centres undefined) | -8 | -14 | -12 | 13 | 0.99 | 0.3 | -4 | 2 | 3
CO/N=C/C1C(=O)NN=C1c1ccccc1 (centres undefined) | -5 | -14 | 19 | 13 | -0.56 | 0.1 | 2 | 0 | 10
Cc1cccc(N2CCN(C(=O)Cc3cn(C)c4ccccc34)CC2)c1C | 3 | -20[20 µM] | 0 | 3 | -1.8 | -0.7 | -1 | -5 | 0
CN(C)c1ncc(S(=O)(=O)c2ccccc2)c(-c2ccccc2Cl)n1 | 0 | -14 | 29 | 0 | -0.33 | 0.1 | 5 | 5 | 4
O=C(COC(=O)CCCSc1nc2ccccc2[nH]1)Nc1cccc(F)c1 | -1 | -11 | 4 | 11 | -1.5 | 0.5 | -8 | -16 | -4
CC(C)(C)S(=O)(=O)c1cnc(N2CCOCC2)nc1N | 9 | -21 | -21 | 3 | 0.0065 | 1.3 | -1 | -3 | -9
CN=c1scc(-c2cccs2)n1/N=C/c1ccc(O)c(O)c1O | -8 | -6 | -54 | 1 | -2.2 | 0.6 | -62 | -14 | -5
Cn1c(=O)[nH]c(=O)c2c1nc(Br)n2CCCSc1nc2ccccc2o1 | 2 | -14[20 µM] | 2 | 11 | -0.37 | -0.3 | -11 | -1 | 0
O=C(COC(=O)c1cc(=O)[nH]c(=O)[nH]1)NCc1ccccc1 | -2 | -17 | 11 | -5 | 2 | 0.5 | 1 | 15 | -3
Cc1cccc2c1N(CCCOc1ccc(C(C)(C)C)cc1)C(=O)C2=O | 11 | -8 | 24 | -2 | -0.34 | 1.4 | -13 | -5 | -12
Cc1nn(CC#N)c(=O)n1-c1cccc(F)c1 | -4 | -17[20 µM] | -7 | 12 | 0.59 | 0.5 | 12 | 2 | 0
COc1ccccc1/C=C/C=N/n1c(-c2ccc(C)cc2)n[nH]c1=S | 8 | -5 | 9 | 5 | 3.3 | 0.1 | -1 | -1 | 10
O=S(=O)(c1ccc(NC(=S)Nc2ccccc2)cc1)N1CCOCC1 | 3 | -14 | -6 | 14 | -0.077 | 1.4 | -12 | 0 | 7
Cc1cccc2c(N=Nc3ccc(S(=O)(=O)Nc4cccc(Cl)c4)cc3[N+](=O)[O-])c(O)[nH]c12 | -10 | 5 | -29 | 13 | -0.5 | -0.4 | 5 | -3 | 10
CCCCNC(=S)N(C)/N=C/c1c(F)cccc1F | -23 | -11 | 2 | 16 | -2.3 | 1.4 | 0 | -7 | 8
O=C(C1=NN(c2ccccc2)C2C(=O)N(c3ccc(Cl)cc3)C(=O)C12)c1ccccc1 (centres undefined) | -53 | -20 | -146 | 7 | i | 1.2 | -11 | -5 | -1
CC(C)C(=O)N1CCC2(CC1)Oc1ccc(F)cc1C(=O)C21CC(c2ccccc2)=NO1 (centres undefined) | -1 | -23 | -22 | 8 | -1.5 | . | -1 | -2 | 0
CC(C)C(NC(=O)c1ccc(C(C)(C)C)cc1)C(=O)NC1=NCCS1 (centres undefined) | -3 | -1[20 µM] | 15 | 3 | . | -2.5 | 35 | 9 | 8
Cc1cccc(Nc2cc(C)c3c(O)cccc3n2)c1C | . | -8 | -22 | 9 | -2.6 | -0.6 | -7 | 0 | 5
CCc1c(C)sc2nc3c(C(=O)N4CCOCC4)cc(C(=O)c4cc(F)ccc4O)cn3c(=O)c12 | -12 | -4 | -77 | -1 | 0.18 | 1.2 | -5 | -7 | -6
CS/C(=N\S(=O)(=O)c1cccs1)Nc1ccc(N2CCOCC2)cc1 | -4 | -16 | -3 | 13 | . | 0.4 | 0 | 6 | 1
COc1cc(/C=N/NC(=O)c2ccc(COc3cc(C)ccc3C(C)C)cc2)cc(OC)c1O | 9 | -14 | -52 | 5 | -0.059 | 0.8 | -15 | -2 | -1

Looked up by structure from the list above (2):
SMILES | Rad51 HR inh | Furin inh | m-calpain inh | FXIIa inh | KCC2 mod | PERK inhibitor | KLK5 inh | Thrombin inh | FXIa inh 1536
COc1cc(/C=N/NC(=O)c2ccc(COc3cc(C)ccc3C(C)C)cc2)cc(OC)c1O | 9 | -14 | -52 | 5 | -0.059 | 0.8 | -15 | -2 | -1
Cn1c(=O)[nH]c(=O)c2c1nc(Br)n2CCCSc1nc2ccccc2o1 | 2 | -14[20 µM] | 2 | 11 | -0.37 | -0.3 | -11 | -1 | 0

(next part)
SMILES | Rad51 HR inh | Furin inh | m-calpain inh | FXIIa inh | KCC2 mod | PERK inhibitor | KLK5 inh | Thrombin inh | FXIa inh 1536
O=C(NC1(C(F)(F)F)NC(=O)N(Cc2ccccc2)C1=O)c1cccnc1 (centres undefined) | 9 | -16[20 µM] | -4 | 27 | -0.43 | -0.1 | -16 | 11 | 10
COc1ccccc1-n1cnc(N)c1C(=O)c1ccccc1 | -5 | -18 | -11 | 12 | . | 0.1 | 0 | -6 | 1
CCCCC(CC(O)COCCC)C(=O)NN (centres undefined) | 3 | -19 | -9 | 5 | -0.59 | 1.0 | -6 | -10 | -5
Cn1nc(C(=O)Nc2ccc(S(=O)(=O)Nc3ncccn3)cc2)ccc1=O | -3 | -19 | -25 | 3 | -0.11 | 0.8 | -2 | -6 | -2
O=C(c1ccccc1-c1ccccc1)N1CCCCC1 | 12 | -8 | 22 | -3 | -0.015 | 0.7 | -10 | 1 | 4
Cc1cc(C)cc(NC(=O)COC(=O)CCCC2=NS(=O)(=O)c3ccccc3N2)c1 | -8 | -27 | 13 | 11 | -0.64 | 0.6 | -2 | 5 | 2
COc1cccc(C(=O)Nc2ccc(Cl)c(C(F)(F)F)c2)c1 | 6 | -6[20 µM] | 17 | 19 | . | 0.6 | -9 | 2 | 5
O=C(Cn1c(=O)sc2ccccc21)N1CCOCC1 | -9 | -19 | -17 | 15 | . | -0.7 | 2 | -5 | 4
Cc1cc(C)n(-c2nc3ccccc3c(=O)n2OCc2ccc(F)cc2)n1 | -2 | -17 | 36 | 18 | -0.83 | -0.4 | -3 | 2 | 9
CN1CCN(C(=O)CN(C)S(=O)(=O)c2ccc3ccccc3c2)CC1 | -10 | -2 | 17 | 7 | -0.79 | -0.4 | 1 | -8 | -2
CC1CCN(CCCNC(=O)COc2cc(=O)n(C)c3ccccc23)CC1 | 8 | -26 | -4 | 9 | 0.84 | 0.3 | -14 | -2 | 0
CC(=O)Nc1ccc(NC(=O)C(C)O/N=C/c2cccc([N+](=O)[O-])c2)cc1 (centres undefined) | -2 | -17[20 µM] | 9 | -4 | 0.18 | -0.3 | -7 | -8 | -4
CCCCn1c2nc3ccccc3nc2c2c(=O)n(CCC(C)C)cnc21 | 8 | -19 | -58 | 9 | -0.31 | 0.6 | -10 | 0 | 2
CC1CCCC(NC(=O)COC(=O)c2cc(S(=O)(=O)N3CCCCC3)ccc2N2CCOCC2)C1C (centres undefined) | -2 | 4[20 µM] | 8 | 6 | 0.0059 | -1.9 | 3 | 3 | -1
CCc1sc(C(C2C(=O)CC(C)(C)CC2=O)C2C(=O)CC(C)(C)CC2=O)cc1[N+](=O)[O-] | 4 | -15 | 3 | 1 | -0.87 | 0.5 | -1 | -10 | -4
CN(C(=O)COC(=O)CNC(=O)c1ccccc1Cl)c1ccccc1 | 32 | -21 | -18 | 1 | -1.2 | 0.3 | -10 | -2 | -6
Cc1cc(Nc2nnnn2-c2ccccc2)n(-c2ccccc2)n1 | -1 | -13[20 µM] | -13 | 13 | -0.8 | 0.6 | -13 | 3 | 7
O=C(Nc1cccn2ncnc12)c1cccc(C(F)(F)F)c1 | 29 | -29 | -26 | 10 | 0.31 | 0.8 | -8 | -4 | 2
CCOC(=O)C(=O)N/N=C/c1cccc(Br)c1 | -3 | -21 | -11 | 6 | 0.31 | -0.2 | 2 | 2 | 2
CN(C)S(=O)(=O)c1cccc(NC(=O)CSc2ncnc3ccccc23)c1 | 12 | -2 | 14 | 2 | -4.2 | -1.3 | 2 | 0 | 1
CCOc1ccc(NC(=O)CSc2nc3c([nH]c4ccccc43)c(=O)n2C)cc1 | 22 | -5 | 23 | 10 | -2.8 | 1.0 | -1 | 6 | 2
Cc1ccc2sc(NNC(=O)C3=COCCO3)nc2c1C | 1 | -16 | 4 | 6 | -1.8 | 0.4 | -14 | . | 1
CC(=O)Nc1cc(C)nn1-c1nc(C)cc(C)n1 | 3 | -14 | -16 | 1 | 0.73 | 1.4 | -3 | -10 | -3
COc1ccc(NC(=O)COC(=O)COc2ccc(Br)cc2)cc1 | -5 | -28 | 19 | 6 | -0.02 | 0.7 | -3 | -2 | -1

Among those listed so far, three contain a CF3 group.
SMILES | Rad51 HR inh | Furin inh | m-calpain inh | FXIIa inh | KCC2 mod | PERK inhibitor | KLK5 inh | Thrombin inh | FXIa inh 1536
O=C(NC1(C(F)(F)F)NC(=O)N(Cc2ccccc2)C1=O)c1cccnc1 (centres undefined) | 9 | -16[20 µM] | -4 | 27 | -0.43 | -0.1 | -16 | 11 | 10
COc1cccc(C(=O)Nc2ccc(Cl)c(C(F)(F)F)c2)c1 | 6 | -6[20 µM] | 17 | 19 | . | 0.6 | -9 | 2 | 5
O=C(Nc1cccn2ncnc12)c1cccc(C(F)(F)F)c1 | 29 | -29 | -26 | 10 | 0.31 | 0.8 | -8 | -4 | 2

Remaining list, next part
SMILES | Rad51 HR inh | Furin inh | m-calpain inh | FXIIa inh | KCC2 mod | PERK inhibitor | KLK5 inh | Thrombin inh | FXIa inh 1536
CC(C)OC(=O)Nc1ccc(Oc2c(F)c(F)c(F)c(F)c2F)cc1 | -9 | -22 | -11 | 8 | 0.83 | 0.4 | -28 | -2 | 4
CCOC(=O)c1c(NC(=O)c2ccco2)sc2c1CCCC2 | -5 | -29 | -363 | 4 | 0.27 | 0.1 | 8 | -4 | -2
CCCCn1c(N)c(N(CCC(C)C)C(=O)CSc2nnc(C)s2)c(=O)[nH]c1=O | -3 | 0 | -45 | 16 | 1.3 | 0.3 | -7 | 2 | 8
CCOC(=O)C1(Cc2ccccc2C(F)(F)F)CCN(C2CCC2)CC1 | 4 | -23 | -16 | 17 | 0.23 | 1.4 | 2 | 4 | 2
COc1cc2[nH]c(=S)nc(NCCCOC(C)C)c2cc1OC | 4 | -10[20 µM] | -5 | 15 | . | -1.0 | -1 | 3 | 2
CCN(Cc1cc2ccccc2[nH]c1=O)C(=O)C(C)C | 4 | -14 | -7 | 17 | . | 0.1 | -22 | 5 | 8
CCCCCCc1ccc(OCC(=O)OC)cc1OCC(=O)OC | -8 | -18[20 µM] | -6 | -14 | -0.58 | -0.1 | -19 | -5 | -7
CCN(C(=O)c1ccco1)c1nnc(-c2ccc(OC)cc2)s1 | -3 | -20[20 µM] | -49 | 2 | 0.59 | 0.4 | -1 | -2 | 10
O=C(NCCc1ccccc1)c1cc(=O)c2ccccc2o1 | 19 | -14 | 15 | 52* | -0.34 | 0.2 | 47* | 17 | 24
CN(C)CCCN(C(=O)c1sc2ccccc2c1Cl)c1nc2c(F)cccc2s1 | 0 | -12 | 8 | 8 | 0.23 | 0.7 | -7 | -4 | 2
Cc1nc2ccccc2c2oc(C(=O)Nc3ccc(C(C)C)cc3)cc12 | 29 | -24 | -198 | 3 | 1 | 0.3 | 2 | 5 | -1
O=C(/C=C/c1ccccc1)Oc1ccc(C(=S)N2CCOCC2)cc1 | -15 | -12 | -13 | 7 | 1.3 | -0.3 | -7 | -11 | -2

Screens (PubChem)
